Alkaline phosphatase: inhibition of tissue-nonspecific alkaline phosphatase – biochemical, luminescent (AID 518) | purified TNAP enzyme, luminescent substrate readout; higher % means a stronger effect | inhibition, % at 20 µM, or IC50 in µM where a hit was titrated | 0.09% of 64,000 active; in the data active = a potency from the dose series; inactive = the rest, 99 in 100 with inhibition below about 22%;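 also: plate controls were vehicle for no effect and reference inhibitor for full effect; many of its hits are not listed in these tables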
HPDE-C7 viability: cytotoxicity in HPDE-C7 cells, cell-based, fluorescence, HTS (AID 430) | 1.8% of 63,000 active | cytotoxicity, % at 10 µM; hits with a dose series show EC50 in µM | HPDE-C7 pancreatic duct cells viability, fluorescence; higher % means a stronger effect;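 also: cells exposed to compound for 48 hours before viability readout; 0% = vehicle and 100% = reference cytotoxic drug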
LYP inhibition: LYP phosphatase inhibitors, primary screen, biochemical, DiFMUP fluorescence, recombinant catalytic domain, 10 µM (AID 606); recombinant LYP catalytic domain, DiFMUP fluorescence; higher % means a stronger effect; one-dose inhibition, % at 10 µM; IC50 in µM for titrated hits; 52,000 tested, under 10 active;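 active = IC50 under 40 µM in the dose-response test; inactive = IC50 of 40 µM or more, or never dose-tested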
Spn DPM-DC inh: S. pneumoniae DPM-DC inhibition; purified DPM-DC, PK/LDH coupled NADH fluorescence; calls only at 10 µM; 0.49% of 65,000 active;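 active = the 320 compounds with the highest percent inhibition in the single-dose primary screen, excluding strongly autofluorescent ones, cut at about 32% in these data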;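 also: kinetic rate of NADH fluorescence loss reporting ADP formed by the decarboxylase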
MK inhibit: S. pneumoniae mevalonate kinase inhibition. purified MK, PK/LDH-coupled NADH absorbance 340 nm. AID 555. inhibition, % at 10 µM. 0.48% of 65,000 active;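 active = ranked among the strongest by inhibition in the single 10 µM screen, a fixed top-ranked set picked for dose follow-up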; also: no value below 0 was filed
Spn PMK inh: blocks S. pneumoniae phosphomevalonate kinase; purified PMK, PK/LDH-coupled NADH absorbance 340 nm; inhibition, % at 10 µM; 0.49% of 65,000 active;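 active = top-ranked compounds by inhibition in the single 10 µM screen, taking a fixed number of the strongest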;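 also: 0% = full reaction with DMSO carrier and 100% = background rate without enzyme reaction; no value below 0 was filed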
HPDE-C7K KRASV12: cytotoxicity in KRAS-transformed pancreatic duct cells, primary screen, cell-based, fluorescence, HTS (AID 431) | one-dose cytotoxicity, % at 10 µM; EC50 in µM for titrated hits | 1.7% of 63,000 active | HPDE-C7K KRASV12 cells, Alamar Blue viability, 48 h; higher % means a stronger effect;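 active = compounds whose percent cytotoxicity in the single-dose primary screen, scaled between solvent and toxic-drug controls, exceeds 50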;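 also: 0% = DMSO solvent wells and 100% = doxorubicin-treated wells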
HT1080 viability: HT1080 cell viability loss – fluorescence readout (AID 620) | 0.42% of 87,000 active | cytotoxicity, % at 10 µM, or EC50 in µM where a hit was titrated | HT1080 viability, fluorescence; higher % means a stronger effect;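 also: cells exposed to compound overnight then 4 h with Alamar Blue; 0% = vehicle DMSO and 100% = killing control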
Bfl-1 inhibitors: displacement of Bid BH3 peptide from Bfl-1 – biochemical, fluorescence polarization, FITC-Bid, mouse, primary screen (AID 432) | FITC-Bid BH3 peptide fluorescence polarization displacement; higher % means a stronger effect | displacement, % at 20 µM, or IC50 in µM where a hit was titrated | 0.02% of 64,000 active; in the data active = a potency from the dose series; inactive = the rest, 99 in 100 with displacement below about 15%; also: strong numbers were not always called active
Spn PMK inh pilot replicates: further read-out of Spn PMK inh, marked with its call; inhibition, %; measured here: pilot screen replicates
MK inhibit pilot replicates: recorded beside MK inhibit, whose call it bears; inhibition, %; measured here: pilot screen replicates
Spn DPM-DC inh pilot screen %: further read-out of Spn DPM-DC inh, marked with its call; inhibition, %; measured here: pilot screen trials
An asterisk follows results filed as active; i = inactive; . = not tested or not shown. Rule as the data show it, unless noted: active = cytotoxicity above about 50%; inactive = the rest.

SMILES	Alkaline phosphatase	HPDE-C7 viability	LYP inhibition	Spn DPM-DC inh	MK inhibit	Spn PMK inh	HPDE-C7K KRASV12	HT1080 viability	Bfl-1 inhibitors	others
Clc1ccc(-n2cnnn2)cc1	1.1%	-7.1%	10.6%	i	2.0	8.0	-0.1%	-0.2%	-0.1%
O=C1CC(c2ccc3c(c2)OCO3)c2cc3c(cc2N1)OCO3 (stereo not given)	7.6%	-5.6%	14.5%	i	1.0	20.0	0.1%	.	-4.1%
COC(=O)c1cc(NC(=O)c2ccc(Cn3cc(Cl)cn3)o2)cc(C(=O)OC)c1	9.7%	-2.2%	.	i	0.0	18.0	-0.9%	5.5%	-6.2%
Cc1cccc(OCC(O)Cn2c(NCc3cccnc3)nc3c2c(=O)[nH]c(=O)n3C)c1 (stereo not given)	-3.7%	-25.5%	-15.7%	i	12.0	10.0	-23.4%	-4.9%	14.1%
COc1ccc(S(=O)(=O)N(C)C2CCS(=O)(=O)C2)cc1OC (stereo not given)	10.3%	0.6%	-0.6%	i	10.0	3.0	-6.8%	3.5%	-0.8%
O=C(CCS(=O)(=O)c1cccc2nsnc12)N1CCN(C(=O)c2ccco2)CC1	1.6%	-15.9%	-10.2%	i	7.0	0.0	-6.7%	-4.1%	-1.0%
Cc1cc(C)nc(SCc2nnc(SCC(=O)Nc3ccccc3C)n2Cc2ccco2)n1	7.9%	9.2%	-3.7%	i	0.0	11.0	17.7%	-8.1%	-9.0%
CCCC(=O)c1ccc(N2CCN(C(=O)c3ccccc3)CC2)c(F)c1	11.0%	-7.4%	15.2%	i	14.0	10.0	-0.9%	10.8%	-3.0%
COc1cccc(C2C=C(c3cccs3)Nc3ncnn32)c1OC (stereo not given)	3.8%	-10.8%	14.2%	i	7.0	6.0	0.7%	1.7%	5.5%
C=CCn1c(SCn2nnc3ccccc3c2=O)nnc1-c1ccc(Br)cc1	12.6%	-11.0%	-1.5%	i	3.0	14.0	-16.7%	4.4%	5.3%	Spn PMK inh pilot replicates=6.0;MK inhibit pilot replicates=3.5;Spn DPM-DC inh pilot screen %=5.0
CCCCCn1c(SCCCC)nc2c1c(=O)[nH]c(=O)n2C	15.3%	-3.3%	.	i	10.0	14.0	-2.1%	1.9%	5.0%
Cc1ccc2nc(SCCC#N)nc(C)c2c1	9.5%	-10.1%	-6.3%	i	1.0	2.0	-4.0%	12.4%	-9.5%
c1ccc(CN2CCN(CCN3CCn4c3nc3ccccc34)CC2)cc1	8.1%	-9.5%	14.4%	i	9.0	2.0	-5.2%	-7.9%	-2.9%
Cc1ccc(SCc2cc(=O)[nH]c(N3CCOCC3)n2)cc1	5.6%	-12.6%	.	i	12.0	8.0	-10.6%	-2.4%	-11.5%
COc1cc2nc(-c3ccc(Br)o3)oc(=O)c2cc1OC	2.4%	-4.4%	-4.4%	i	2.0	0.0	-4.7%	5.5%	-4.5%
COc1cc2c(O)c3c(c(-c4ccc5c(c4)OCO5)c2cc1OC)C(=O)OC3	6.9%	82.2%*	.	i	7.0	1.0	99.9%*	-7.4%	2.3%
CN(C)S(=O)(=O)Nc1ccc(Br)cc1F	8.8%	2.0%	11.6%	i	12.0	7.0	8.2%	5.2%	-1.9%	Spn PMK inh pilot replicates=4.5;MK inhibit pilot replicates=0.5;Spn DPM-DC inh pilot screen %=0.0
Cc1ccc(S(=O)(=O)n2nc(-c3ccc(Cl)cc3)nc2NCc2ccco2)cc1	11.3%	1.6%	8.9%	i	0.0	1.0	-2.6%	7.6%	1.3%
Cc1cc(C(=O)Nc2nc3ccc(S(C)(=O)=O)cc3s2)c(C)o1	0.0%	-4.4%	11.2%	i	4.0	3.0	-3.5%	-7.9%	-1.5%
O=C1C=C(N(CCO)CCO)C2(CCCCC2)O1	8.5%	-12.1%	.	i	8.0	3.0	-4.4%	-7.3%	-2.0%
CC1CCc2sc3nc(N4CCN(CCO)CC4)n4ncnc4c3c2C1 (stereo not given)	6.8%	25.0%	9.7%	i	4.0	0.0	23.0%	7.5%	0.3%
CCOc1ccc(-n2c(SC(C)C(=O)OC)nc3c(c2=O)SCC3)cc1 (stereo not given)	.	.	4.8%	i	3.0	16.0	.	-4.4%	.
COc1ccc(CCN(C)CCN2C(=O)c3ccccc3C2=O)cc1OC	6.6%	2.5%	.	i	14.0	12.0	4.5%	-2.4%	-9.0%
O=C1CC(c2ccc(S(=O)(=O)N3CCN(c4ccccc4)CC3)cc2)CN1 (stereo not given)	15.4%	3.3%	-3.0%	i	11.0	7.0	14.0%	7.4%	-4.4%	Spn PMK inh pilot replicates=2.5;MK inhibit pilot replicates=0.0;Spn DPM-DC inh pilot screen %=0.5
O=C1CC(c2ccccc2)CN1S(=O)(=O)c1ccccc1 (stereo not given)	11.1%	12.2%	-12.6%	i	3.0	5.0	4.6%	-12.0%	-6.0%
O=C(O)C1C2C=CC3(CN(Cc4ccccn4)C(=O)C13)O2 (stereo not given)	-19.7%	63.6%*	.	i	5.0	7.0	76.1%*	-0.6%	-6.2%
O=C(C1=C(O)C(=O)N(CCCN2CCOCC2)C1c1ccccn1)c1cc2ccccc2o1 (stereo not given)	3.4%	-19.9%	8.3%	i	0.0	4.0	-15.7%	-8.5%	-3.6%
CCOC(=O)C1CCCN(Cc2nc(N)nc(Nc3ccccc3OC)n2)C1 (stereo not given)	2.0%	-4.5%	-2.6%	i	9.0	15.0	-3.2%	.	2.1%
CCOC(=O)Cc1csc(SCC(=O)/C(C#N)=C(\C)N)n1	5.3%	-3.7%	9.1%	i	3.0	13.0	5.2%	2.1%	7.1%
Cc1oc(-c2ccc3c(c2)OCCO3)cc1C(=O)NC(CCC(=O)O)C(=O)O (stereo not given)	23.5%	-2.1%	10.5%	i	8.0	12.0	-5.1%	7.0%	-2.6%
COc1cc(NC(=O)C2C3C=CC(C3)C2C(=O)O)c(OC)cc1Cl (stereo not given)	22.5%	-1.3%	-7.4%	i	0.0	8.0	2.1%	-9.3%	-9.2%	Spn PMK inh pilot replicates=2.0;MK inhibit pilot replicates=0.0;Spn DPM-DC inh pilot screen %=0.5
CCCCN(C)C(=O)C1CCN(Cc2ccccn2)CC1	-1.3%	1.2%	.	i	18.0	7.0	-4.5%	-10.8%	-0.3%
Cn1c(=O)[nH]c(=O)c2c1nc(OC(=O)c1ccccc1)n2CC(O)COc1ccccc1 (stereo not given)	7.3%	-2.8%	9.7%	i	9.0	11.0	-3.5%	0.3%	-6.1%
COc1cc(NS(=O)(=O)c2ccc(NC(=O)c3ccc(C)o3)cc2)nc(OC)n1	5.5%	21.4%	-3.1%	i	10.0	3.0	11.7%	7.7%	-1.5%
CSC1=C(C#N)C(C)C2=C(CC(C)(C)CC2=O)N1 (stereo not given)	6.9%	-10.9%	9.7%	i	12.0	10.0	-15.4%	-14.3%	-7.2%
CCn1c(SCC(=O)N2CCc3ccccc32)nc2c(c1=O)SC(C)C2 (stereo not given)	1.4%	-9.3%	7.5%	i	5.0	5.0	-15.2%	-0.3%	1.9%
CCN1C(=O)c2cccc3c(S(=O)(=O)Nc4c(C)n(C)n(-c5ccccc5)c4=O)ccc1c23	11.2%	-0.7%	-6.7%	i	7.0	5.0	-0.2%	2.6%	2.8%
O=C(c1nn2c(C(F)(F)F)cc(-c3ccccc3)nc2c1Cl)N1CCOCC1	-1.5%	-0.1%	3.7%	i	4.0	10.0	-2.3%	-2.5%	4.7%
O=C(Nc1ccc2c(c1)oc1ccccc12)N1CCOCC1	4.6%	18.9%	.	i	6.0	8.0	36.2%	1.7%	-13.4%
CCC(=O)Nc1ccc(Cl)c(NC(=O)c2ccc(Br)o2)c1	15.3%	-0.3%	-4.2%	i	6.0	12.0	6.5%	-1.1%	-6.1%
CCOC(=O)/C=C1\NC(C)(C)Cc2cc(OC)c(O)cc21	2.7%	1.4%	1.7%	i	7.0	7.0	5.5%	2.8%	0.1%
Cc1ccc(-n2c(SCC(=O)NCc3ccco3)nc3nc4c(cc3c2=O)COC(C)(C)C4)cc1	7.1%	4.5%	-4.4%	i	5.0	8.0	-2.4%	-6.8%	-4.8%
CC(C)Cc1cc(-c2ccco2)c(C#N)c(N)n1	13.4%	-16.3%	.	.	7.0	10.0	-8.5%	11.5%	0.5%
CCOC(=O)c1cc(C)n(Cc2ccccc2)c1C	5.3%	.	.	i	7.0	9.0	.	13.3%	-2.8%
Cc1ccc(C(C)C)c(OCCN)c1	12.1%	-3.1%	.	i	0.0	16.0	3.0%	6.6%	-10.2%
Cc1ccc2[nH]c(=O)c3cc(C(=O)N(C)Cc4ccco4)sc3c2c1	6.3%	-9.6%	-3.9%	.	0.0	6.0	-7.2%	-2.0%	-0.9%
CC(OC(=O)c1cccs1)C(=O)NCc1ccccc1 (stereo not given)	12.5%	-5.7%	.	i	2.0	14.0	2.7%	-3.9%	-6.0%
Cc1ccc(C(=O)NCc2nnc(SCC(=O)Nc3sc4c(c3C#N)CCCC4)n2C)cc1	17.8%	-11.9%	4.7%	i	11.0	6.0	3.7%	-4.8%	2.1%
COc1ccc(NC(=O)c2ccc(OC)cc2)cc1	7.6%	-11.7%	-2.0%	i	1.0	10.0	-13.2%	6.1%	1.2%
O=S(=O)(c1ccc(N2CCCC2c2nc3ccccc3s2)nc1)N1CCOCC1 (stereo not given)	0.4%	-4.2%	.	i	8.0	9.0	-18.7%	-7.8%	-1.6%
Later entries:
SMILES	Alkaline phosphatase	HPDE-C7 viability	LYP inhibition	Spn DPM-DC inh	MK inhibit	Spn PMK inh	HPDE-C7K KRASV12	HT1080 viability	Bfl-1 inhibitors	others
O=C(O)CNC(=O)c1ccc2c(c1)OCCO2	7.6%	.	13.8%	i	6.0	11.0	.	11.5%	4.2%
COc1cccc(/C(O)=C2/C(=O)C(=O)N(CCCN(C)C)C2c2cccc(Cl)c2)c1 (stereo not given)	10.8%	5.0%	2.8%	i	6.0	14.0	-4.6%	2.7%	3.2%
CCOC(=O)C1=C(C)NC(=O)C(C#N)C1c1ccco1 (stereo not given)	6.2%	12.7%	1.7%	i	9.0	6.0	10.6%	5.9%	-8.4%	Spn PMK inh pilot replicates=3.5;MK inhibit pilot replicates=0.0;Spn DPM-DC inh pilot screen %=0.5
CCOC(=O)C(OC(=O)c1sc(=S)n(C)c1C)C(C)=O (stereo not given)	-14.1%	-7.7%	.	i	0.0	0.0	-17.1%	-6.8%	-8.2%

Not a retest: an excerpt of the list.
SMILES	Alkaline phosphatase	HPDE-C7 viability	LYP inhibition	Spn DPM-DC inh	MK inhibit	Spn PMK inh	HPDE-C7K KRASV12	HT1080 viability	Bfl-1 inhibitors	others
O=C(O)CNC(=O)c1ccc2c(c1)OCCO2	7.6%	.	13.8%	i	6.0	11.0	.	11.5%	4.2%
COc1cccc(/C(O)=C2/C(=O)C(=O)N(CCCN(C)C)C2c2cccc(Cl)c2)c1 (stereo not given)	10.8%	5.0%	2.8%	i	6.0	14.0	-4.6%	2.7%	3.2%
CCOC(=O)C1=C(C)NC(=O)C(C#N)C1c1ccco1 (stereo not given)	6.2%	12.7%	1.7%	i	9.0	6.0	10.6%	5.9%	-8.4%	Spn PMK inh pilot replicates=3.5;MK inhibit pilot replicates=0.0;Spn DPM-DC inh pilot screen %=0.5
